High-throughput results from PubChem BioAssay.
ATXN2 expr inh: Primary qHTS for Inhibitors of ATXN expression; HEK-293 ATXN2-luciferase reporter, luminescence, 24 h; Potency, µM (series often up to 57 µM), for the others: at the highest dose activity change, negative = inhibition, most hits filed as inhibitors; 360,000 compounds, 0.72% hits; note: potency is the fitted concentration of half-maximal effect; % is set by controls: 0 for no effect and ±100 for the full control effect; nearly all actives have a fitted effect of over 55% in size
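ATXN2-luciferase reporter cells (luciferase flanked by upstream and downstream ATXN2 gene portions) were treated 24 h at 37 °C with compounds at up to 57 uM. SteadyGlo luminescence gave expression; GF-AFC fluorescence gave viability.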
WRN inhibitor: qHTS for Inhibitors of WRN Helicase. Bifunctional 3'-5' exonuclease/ATP-dependent helicase WRN (Homo sapiens), Q14191. WRN helicase unwinding, fluorescent forked duplex, kinetic. Potency, µM (doses to about 114 µM), without a hit: at the highest dose activity change, negative = inhibition, usual class: inhibitors. 360,000 compounds, 0.46% hits; note: potency is the fitted concentration of half-maximal effect; % is set by controls: 0 for no effect and ±100 for the full control effect; nearly all actives have a fitted effect of over 55% in size
Target sequence (Q14191 whole entry, looked up): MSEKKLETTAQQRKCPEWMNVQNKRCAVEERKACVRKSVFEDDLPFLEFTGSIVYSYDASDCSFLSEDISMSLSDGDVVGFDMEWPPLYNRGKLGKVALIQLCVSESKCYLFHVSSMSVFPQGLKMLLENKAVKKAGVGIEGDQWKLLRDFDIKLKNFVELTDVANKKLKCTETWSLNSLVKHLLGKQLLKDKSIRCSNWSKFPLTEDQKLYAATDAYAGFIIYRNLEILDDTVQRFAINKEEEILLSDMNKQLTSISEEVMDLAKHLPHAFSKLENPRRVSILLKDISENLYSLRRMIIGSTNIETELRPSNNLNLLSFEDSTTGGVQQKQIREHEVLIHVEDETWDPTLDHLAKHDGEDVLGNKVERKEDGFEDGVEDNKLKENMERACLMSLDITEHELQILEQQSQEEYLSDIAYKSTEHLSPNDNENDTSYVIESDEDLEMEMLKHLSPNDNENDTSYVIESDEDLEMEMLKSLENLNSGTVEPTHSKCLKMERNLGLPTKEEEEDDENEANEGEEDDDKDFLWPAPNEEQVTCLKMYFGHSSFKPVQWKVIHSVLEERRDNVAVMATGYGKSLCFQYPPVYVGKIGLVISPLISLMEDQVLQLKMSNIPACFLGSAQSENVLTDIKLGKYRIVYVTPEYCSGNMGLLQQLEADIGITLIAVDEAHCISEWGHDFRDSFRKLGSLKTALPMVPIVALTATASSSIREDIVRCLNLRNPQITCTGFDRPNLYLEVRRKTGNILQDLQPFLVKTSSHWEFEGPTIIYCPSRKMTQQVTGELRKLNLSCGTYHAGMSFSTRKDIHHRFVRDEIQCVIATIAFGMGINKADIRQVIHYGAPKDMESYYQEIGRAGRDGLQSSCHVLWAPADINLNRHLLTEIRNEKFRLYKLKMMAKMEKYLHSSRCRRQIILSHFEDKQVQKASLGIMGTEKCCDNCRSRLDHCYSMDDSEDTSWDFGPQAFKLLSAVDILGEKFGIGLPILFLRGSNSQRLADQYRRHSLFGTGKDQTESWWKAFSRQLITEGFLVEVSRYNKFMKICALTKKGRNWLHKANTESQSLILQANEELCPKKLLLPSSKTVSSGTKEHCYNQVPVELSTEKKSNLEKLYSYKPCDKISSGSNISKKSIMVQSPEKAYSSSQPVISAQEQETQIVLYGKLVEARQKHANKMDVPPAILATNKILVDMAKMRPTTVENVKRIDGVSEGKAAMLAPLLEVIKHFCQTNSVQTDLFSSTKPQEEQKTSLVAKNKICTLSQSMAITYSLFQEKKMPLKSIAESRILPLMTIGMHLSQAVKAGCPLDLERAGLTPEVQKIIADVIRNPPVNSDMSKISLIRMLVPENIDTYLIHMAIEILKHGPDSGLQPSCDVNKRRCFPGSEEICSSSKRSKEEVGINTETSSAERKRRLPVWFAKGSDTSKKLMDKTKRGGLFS
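Kinetic fluorescence helicase assay: unwinding of a quenched forked DNA duplex (100 nM final) with 2 mM ATP final raises red fluorescence (525/598 nm). Compounds sat 15 min at room temperature with 20 nM WRN beforehand.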
MCF10A rereplic: A quantitative high throughput screen for small molecules that induce DNA re-replication in MCF 10a normal breast cells; MCF 10A DNA re-replication, Hoechst nuclear intensity, 48 h; Potency, µM (series often up to 46.1 µM), for the others: at the top dose activity, positive = re-replication, hits mostly activators; 350,000 compounds, 2.9% hits; AID 624296, 2012; note: potency is the fitted concentration of half-maximal effect; % of control where 0% means no effect; nearly all actives have a fitted effect of over 50% in size
KB-3-1 tox: qHTS assay for MDR1-selective chemotherapeutics: Primary screen using the parental adenocarcinoma cell KB-3-1 | KB-3-1 viability, CellTiter-Glo ATP luminescence, 72 h | Potency, µM (top dose mostly 46.1 µM), without a hit: top-dose activity change, negative = cytotoxic, hits mostly cytotoxic | 400,000 compounds, 1.4% hits; note: potency is the fitted concentration of half-maximal effect; % is set by controls: 0 for no effect and ±100 for the full control effect; nearly all actives have a fitted effect of over 60% in size
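Parental KB-3-1 adenocarcinoma cells in phenol-red-free DMEM with 10% FBS were pin-treated with compounds at several concentrations, incubated 72 h at 37 °C, and viability read by CellTiter-Glo luminescence; concentration-effect curves were fitted after normalization.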
IL-1B inflam inh: qHTS for Inhibitors of Inflammasome Signaling: IL-1-beta AlphaLISA Primary Screen; THP-1 LPS/ATP IL-1B secretion, AlphaLISA, 16 h; hits give low values; activity change, % at 57.5 µM; 360,000 compounds, 4.7% hits; in the data active = activity change below about -50%; inconclusive = mostly about -30% to -49%; note: % is set by controls: 0 for no effect and ±100 for the full control effect
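Secreted IL-1B measured by AlphaLISA bead assay after 16 h compound exposure of THP-1 cells; compounds (final up to 57.5 uM) added 1 h before LPS (250 ng/mL) and ATP (1.25 mM) stimulation; lower signal means less secretion.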
HT1080NT lethal: qHTS for induction of synthetic lethality in tumor cells producing 2HG: qHTS for the HT-1080-NT fibrosarcoma cell line. 360,000 compounds, 1.6% hits. HT-1080-NT fibrosarcoma viability, CellTiter-Glo ATP luminescence, 48 h. Potency, µM (highest dose often 46.1 µM), for inactives: top-dose activity, negative = less viability, hits mostly cytotoxic;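 note: NT is the 2HG producing partner of a matched IDH1 knockdown line; potency is the fitted concentration of half-maximal effect; 0% = DMSO-treated cells and -100% = media-only wells without cells; nearly all actives have a fitted effect of over 55% in size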
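A 48-hour cytotoxicity screen used HT-1080-NT cells plated 2 hours before compound delivery. ATP-based CellTiter-Glo luminescence measured viability, normalized to DMSO and no-cell controls.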
KB-V1 MDR tox: qHTS assay for MDR1-selective chemotherapeutics: Primary screen using the drug-selected MDR subline cells KB-V1. KB-V1 MDR cells viability, CellTiter-Glo, 72 h. Potency, µM (titrated, usually from 46.1 µM), for inactives: top-dose activity change, negative = cytotoxicity, usual class: cytotoxic. 400,000 compounds, 3.4% hits. AID 1347076, 2019; note: potency is the fitted concentration of half-maximal effect; % is set by controls: 0 for no effect and ±100 for the full control effect; nearly all actives have a fitted effect of over 60% in size
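Compound-treated KB-V1 multidrug-resistant cells, 72 h, 37 degrees C; viability by CellTiter-Glo. Fitted qHTS curves give the values.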
HT1080 IDH1KD tx: qHTS for induction of synthetic lethality in tumor cells producing 2HG: qHTS for the HT-1080-IDH1KD cell line | HT-1080 IDH1 knockdown viability, ATP luminescence, 48 h | Potency, µM (top dose mostly 46.1 µM), for the others: at the top dose activity, negative = toxicity, most hits filed as cytotoxic | 360,000 compounds, 2% hits | AID 686971, 2013;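 note: potency is the fitted concentration of half-maximal effect; 0% = DMSO wells and -100% = cell-free medium wells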
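% activity derives from luminescence (CellTiter-Glo), normalised to DMSO and no-cell wells. HT-1080-IDH1KD cells, 750/well, had 48 h compound exposure at 37 °C.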
SW480 rerep: A quantitative high throughput screen for small molecules that induce DNA re-replication in SW480 colon adenocarcinoma cells. SW480 DNA re-replication, Hoechst DNA content imaging, 48 h. Potency, µM (titrated, usually from 46.1 µM), for the others: at the top dose re-replication activation, usual class: activators. 340,000 compounds, 1.8% hits. AID 624297, 2012; note: potency is the fitted concentration of half-maximal effect; % of control where 0% means no effect; nearly all actives have a fitted effect of over 55% in size
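SW480 cells exposed to compounds for 48 hr at 37 C, 5% CO2, then Hoechst-stained 40 min. Nuclear DNA content imaged by fluorescence scanning (405 nm excitation, 500-530 nm emission); re-replication scored as increased high-intensity nuclei.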
Numbers without * were called inactive; ? = inconclusive; nt = no result given; & = joins results of further samples; [ ] = remark or other dose. Unless noted, calls come from the whole dose curve; as a rule, active = well fitted curve in the direction sought with a large enough effect; inconclusive = small, poorly fitted or top-dose-only effect, or another doubt; inactive = no such curve, though single readings can be large; an effect the other way counts as inactive or inconclusive.

SMILES	ATXN2 expr inh	WRN inhibitor	MCF10A rereplic	KB-3-1 tox	IL-1B inflam inh	HT1080NT lethal	KB-V1 MDR tox	HT1080 IDH1KD tx	SW480 rerep
CC(O)(C#CCN1CCCCC1)c1ccccc1 (stereo not given)	3%	-6%	8%	8%	-2	-2%	0%	3%	-7%
CC(=O)NC(Cc1ccc(C)cc1)C(=O)NC1CCN(C(=O)c2cnccn2)CC1 (stereo not given)	1%	4%	-2%	0%	-3	-3%	15%	0%	-5%
COc1ccccc1CNS(=O)(=O)CCNCCc1ccccc1	-7%	3%	21µM*	-9%	13	-2%	-13%	-3%	5%
CCC(C)c1ccccc1N1CC(C(=O)N2CCN(C(=O)c3ccco3)CC2)CC1=O (stereo not given)	-3%	-7%	9%	0%	-14	-3%	-10%	-3%	9%
CCN(CC)CCCN=Cc1c(O)n(-c2ccc(C)cc2)c(=O)c2ccccc12	-5%	-10%	-13%	3%	-2	-7%	-8%	1%	?
COc1ccc2[nH]c(=O)c(CN(C(=O)C(C)C)c3ccccc3OC)cc2c1	-11%	-3%	1%	-5%	2	16%	-30%	0%	-1%
CN(C)S(=O)(=O)c1ccc(S(=O)(=O)N2CCCC(C(=O)NC3CCCC3)C2)cc1 (stereo not given)	-17%	0%	17%	-18%	1	16%	-32%	26%	0%
CC(OC(=O)Cn1nnc2ccccc21)C(=O)NC1CCCC1 (stereo not given)	13%	6%	-16%	?	18	7%	0%	6%	-23%
Cc1cc(=O)[nH]c(SCC(=O)N2CCC(C(N)=O)CC2)n1	1%	2%	-14%	-1%	-8	-7%	0%	-5%	0%
CCC(C(=O)O)n1nc(-c2ccccc2)c2cc(Cl)ccc21 (stereo not given)	2%[11.3 µM]	-7%	19%	-4%	22	-5%	7%	-2%	2%
Cc1c(-n2c(O)c(C3=c4ccccc4=NC3=O)sc2=S)c(=O)n(-c2ccccc2)n1C	-12%	0%	0%	-13%	-13	-1%	9%	-7%	7%
O=C(CCCCC(=O)Nc1ccccc1)Nc1ccccc1	-6%	-2%	0%	7%	-1	2%	11%	9%	-7%
CCOC(=O)N1CCN(C(=O)CSc2nc3c(cnn3-c3ccc(C)cc3)c(=O)[nH]2)CC1	-13%	-2%	19%	0%	9	-4%	-18%	-3%	-6%
CCN(CC)S(=O)(=O)c1ccc(C2=NOC3(C2)N(C)c2ccccc2C3(C)C)cc1 (stereo not given)	52%[activator][11.3 µM]	-25%[57.1 µM]	15%	?	18	-6%	?	-17%	2%
CCOC(=O)c1ccc(N2C(=O)CC(Nc3ccc(CCO)cc3)C2=O)cc1 (stereo not given)	2%	-19%	?	-14%	4	-5%	0%	-7%	4%
COc1ccc(NC(=O)CSc2nnc(NC(=O)c3ccco3)s2)cc1OC	12%	-12%	2%	1%	0	-2%	24%	9%	0%
CC1(C(=O)Nc2ccc(Cl)c(Cl)c2)CCN1C(=O)CCC1CCCC1 (stereo not given)	-4%	0%	nt	0%	4	-26%	-9%	3%	nt
O=C1CC(c2ccco2)Cc2c1cnn2-c1nc2ccccc2s1 (stereo not given)	nt	6%	2%	-1%	-6	5%	-11%	10%	-2%
CN(CC(=O)NCc1ccc(F)cc1)Cc1cccc(Cl)c1	-18%	0%	14%	1%	-13	-22%	-14%	-12%	3%
COc1ccc(C2CC(c3cccc([N+](=O)[O-])c3)=NN2/C(C)=C/C(C)=O)cc1 (stereo not given)	nt	4%	nt	0%	1	-5%	0%	-4%	nt
COc1ccc(CC(=O)Nc2ccc(C(=O)Nc3ccccc3C(=O)O)cc2)cc1OC	nt	-31%	-7%	19%	20	0%	5%	-6%	-7%
O=C(O)CC(NC(=O)C1c2ccccc2Oc2ccccc21)c1ccc(Cl)cc1 (stereo not given)	-9%	-3%	15%	-4%	0	0%	-12%	3%	-9%
COc1ccc(CCNC(=O)C2CCC(CNS(=O)(=O)c3ccc(F)cc3)CC2)cc1OC (stereo not given)	2%	-5%	-1%	-4%	26	-1%	-10%	-7%	-3%
O=C(Nc1ccc(N2C(=O)C3C4C=CC(C4)C3C2=O)cc1)Nc1cccnc1 (stereo not given)	4%	1%	0%	0%	23	-9%	-1%	-11%	-1%
CCOC(=O)c1cc(-c2ccccc2C)n(CC2CC(c3ccc(OC)cc3)=NO2)n1 (stereo not given)	-4%	-10%	-13%	-4%	32	-3%	-18%	-4%	2%
Cc1cccc(N2CCN(C(=O)C(Cc3ccccc3)n3cccc3)CC2)c1C (stereo not given)	-23%	-5%	5%	?	22	-14%	?	?	?
Cn1cnnc1SCC(=O)c1cc2ccccc2oc1=O	-6%	?	4%	-1%	-6	0%	0%	-27%	-11%
O=C(NCc1cccnc1)c1cccs1	-11%	3%	-3%	1%	11	17%	6%	15%	2%
O=C(NCCC(=O)N1CCCC1)c1ccccc1Cl	32%[activator]	8%	1%	1%	-4	?	6%	15%	-5%
CN(Cc1cccc(F)c1)C(=O)c1ccc2c(=O)n3c(nc2c1)CCC3	4%	5%	3%	12%	31	4%	-14%	6%	-6%
C#CCN1C=CC(=O)[C@@H](O)[C@H]1c1ccccc1Br	10%	-3%	0%	27%	16	9%	?	6%	?
CC(C)(C)OC(=O)C[C@H]1C/C=C\C[C@H](CC(=O)N(CCO)Cc2ccccc2)C(=O)N2CCC[C@H]2COC1=O	4%	2%	26%	3%	-19	12%	49%	3%	-2%
CCOC(=O)c1[nH]c(C)c(C(=O)c2ccc(C)cc2)c1C	35%	6%	1.5µM*	-1%	3	1.8µM*	1.5µM*	1.3µM*	5.2µM*
Cc1ccc(-c2cc(C(F)F)nc3sc4c(=O)[nH]cnc4c23)cc1	-13%	-1%	?	-27%	83	0%[9.24 µM]	-50%	-2%	?
COc1cccc(/C=N/n2cnc3cc(C)c(C)cc32)c1OC	35%[activator]	-1%	?	?	nt	-3%	?	?	-2%
Cn1c(=O)c2c(nc(N3CCOCC3)n2CCNC2=NCCC2)n(C)c1=O	-2%	11%	3%	13%	-10	8%	-8%	-21%	0%
C/C(=N\OC(=O)c1ccc(OC(C)C)cc1)c1ccc(C)c(C)c1	-1%	-6%	14%	22%	?	0%	8%	-3%	0%
Cc1cccc(N2CCN(C(=O)c3cccc(S(=O)(=O)N4CCOCC4)c3)CC2)c1C	-17%	-7%	?	-1%	-20	-2%	-6%	-12%	?
CC1CCN(C(=O)C2CCN(c3ncnc4c3nc3n4CCCCC3)CC2)CC1	nt	-7%	4%	-29%	8	?	-18%	-16%	24%
Cn1c(=O)c2sccc2n2c(CCCC(=O)Nc3ccc(F)cc3F)nnc12	-13%&13%	-15%	0%	1%&-1%	-2	11%	1%&6%	0%	5%

2 of the compounds above, field by field:
> C/C(=N\OC(=O)c1ccc(OC(C)C)cc1)c1ccc(C)c(C)c1
  ATXN2 expr inh: -1%; WRN inhibitor: -6%; MCF10A rereplic: 14%; KB-3-1 tox: 22%; IL-1B inflam inh: ?; HT1080NT lethal: 0%; KB-V1 MDR tox: 8%; HT1080 IDH1KD tx: -3%; SW480 rerep: 0%
> O=C(NCCC(=O)N1CCCC1)c1ccccc1Cl
  ATXN2 expr inh: 32%[activator]; WRN inhibitor: 8%; MCF10A rereplic: 1%; KB-3-1 tox: 1%; IL-1B inflam inh: -4; HT1080NT lethal: ?; KB-V1 MDR tox: 6%; HT1080 IDH1KD tx: 15%; SW480 rerep: -5%

(next part)
SMILES	ATXN2 expr inh	WRN inhibitor	MCF10A rereplic	KB-3-1 tox	IL-1B inflam inh	HT1080NT lethal	KB-V1 MDR tox	HT1080 IDH1KD tx	SW480 rerep
Cc1ccc(OCC(=O)Nc2ccccc2-c2ccccc2)cc1	-2%	-10%[57.1 µM]	22%	-8%	?	?	-12%	2%[9.24 µM]	7%
CC(NC(=O)c1ccccc1F)c1nnc(SCC(=O)NC2CCCCC2)n1C (stereo not given)	7%	7%	-15%	-1%	4	19%	19%	13%	-24%
O=C(CSc1nccn1-c1ccccc1)NCc1ccc2c(c1)OCO2	-7%	-27%	27%	-3%	-20	-7%	0%	1%	?
CC(C(=O)N1CCN(c2ccccc2)CC1)c1ccc([N+](=O)[O-])cc1 (stereo not given)	nt	-3%	0%	-3%	-13	-1%	-17%	-1%	-6%
O=c1nc(SCc2c(F)cccc2Cl)nc(-c2ccccc2)[nH]1	-11%	5%	4%	-12%	18	8%	-9%	1%	-6%
CCOc1cc(C(=O)OC(C)C(=O)Nc2ccccc2OC)ccc1OCC(=O)N1CCOCC1 (stereo not given)	nt	2%	-1%	2%	-21	0%	-5%	5%	-4%
COc1cccc(-n2c(Cc3cc(=O)[nH]c(=O)[nH]3)nnc2SCC(=O)Nc2ccccc2)c1	6%	-12%	5%	-3%	55	11%	?	12%	-2%
O=C1NC2=C(C(=O)CCC2)C(c2ccc(OC(F)F)cc2)N1 (stereo not given)	10%	13%	3%	5%	-16	-2%	-18%	-7%	-1%
